Screens as filed in PubChem.
NTR1 agonist = agonists of NTR1, primary screen, imaging, U2OS cells, beta-arrestin-GFP, high content (AID 493036) | 330,000 tested, 0.17% active | activation, % at 20 µM | NTR1-U2OS beta-arrestin-GFP spot imaging, agonist mode | P30989;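 active = activation at or above 40% of the spot to cytoplasm intensity ratio, with at least 20 cells analyzed; inconclusive = wells under 20 cells, flagged as cytotoxic or low count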;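 note: 0% = DMSO without peptide and 100% = 100 nM NTR1 peptide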
Target sequence (P30989 whole entry, looked up): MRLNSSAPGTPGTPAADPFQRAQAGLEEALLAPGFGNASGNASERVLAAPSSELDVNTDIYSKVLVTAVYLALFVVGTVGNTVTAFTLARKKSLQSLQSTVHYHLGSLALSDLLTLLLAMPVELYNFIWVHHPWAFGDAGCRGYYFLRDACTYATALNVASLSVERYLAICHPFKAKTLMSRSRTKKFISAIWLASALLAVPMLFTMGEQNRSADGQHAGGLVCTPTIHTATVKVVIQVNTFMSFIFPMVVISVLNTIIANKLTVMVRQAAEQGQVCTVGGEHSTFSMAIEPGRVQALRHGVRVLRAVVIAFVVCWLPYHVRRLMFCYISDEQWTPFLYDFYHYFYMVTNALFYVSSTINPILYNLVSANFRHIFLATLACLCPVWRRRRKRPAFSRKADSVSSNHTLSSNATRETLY
T cell HTS = T cell immune modulation candidate; 2C CD8+ T cell-vesicle binding, flow cytometry; hits give low values; calls only at 7 µM; 330,000 tested, 0.068% active; AID 2052;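 active = response, share of CD8 T cells binding vesicles, and their 90th percentile fluorescence all below set limits, cut at about 80% in these data, passing the limit was not always enough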
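System: murine 2C transgenic CD8+ T lymphocytes; also added: QL9-loaded Drosophila micro-vesicles; times: binding 1.5 h at 37 °C; measured by: flow cytometry, PE anti-B7-1 (FL2) versus Alexa647 anti-CD8 (FL8), PFA-fixed; control set: Peptide-free naked vesicles (low) and QL9 vesicles with 0.7% DMSO vehicle (high)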
Myeloid diff 2 = myeloid differentiation induction. ER-HoxA9 myeloid progenitors, lysozyme-GFP differentiation, flow cytometry. calls only at 10 µM. 360,000 tested, 1% active. AID 624256;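 active = normalized GFP-positive differentiation at or above the plate's own cutoff, the solvent-only control mean plus 3 SD; inconclusive = no clear call, values can overlap the other calls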;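 note: cells exposed to compound for four days before flow analysis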
Large T inhibition = TAg ATPase/helicase activity blockers – biochemical (AID 1903); SV40 large T antigen ATPase/helicase inhibition assay; higher % means a stronger effect; inhibition, % at 20 µM, or IC50 in µM where a hit was titrated; 310,000 tested, 0.39% active; in the data active = a potency from the dose series; inconclusive = inhibition mostly from about 32% at the one dose, without a potency; inactive = the rest, 99 in 100 with inhibition below about 32%; note: strong numbers were not always called active
MgcRacGAP inhibition = MgcRacGAP GTPase-activating activity inhibitors, confirmation, biochemical, ADP Hunter fluorescence; MgcRacGAP-stimulated Rac1 GTP hydrolysis, ADP Hunter fluorescence; higher % means a stronger effect; GST-tagged Rac1 F28L mutant substrate; inhibition, % at 30 µM, or IC50 in µM where a hit was titrated; 340,000 tested, 0.6% active; AID 624330;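 active = first-screen hits whose inhibition reached a set limit at any dose in the follow-up dose series; inconclusive = inhibition above the set first-screen limit but never retested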;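 note: fluorescence reports GDP produced by GAP-driven GTP hydrolysis; strong numbers were not always called active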
RSV CPE inhibition = RSV antiviral activity via CPE protection, HEp-2 cells, primary 10 µM value included (AID 2391) | HEp-2 cells, RSV-induced CPE inhibition; higher % means a stronger effect | CPE inhibition, % at 10 µM; hits with a dose series show IC50 in µM | 310,000 tested, 0.13% active; in the data active = a potency from the dose series; inconclusive = CPE inhibition mostly from about 23% at the one dose, without a potency; inactive = the rest, 99 in 100 with CPE inhibition below about 21%; note: strong numbers were not always called active
PhoP inhibition = inhibitors of PhoP regulon expression, primary screen, Salmonella Typhimurium, GFP reporter (AID 1863); inhibition, % at 50 µM, or IC50 in µM where a hit was titrated; 300,000 tested, 0.16% active; S. Typhimurium PhoP-regulated promoter GFP reporter, 4 h; higher % means a stronger effect;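 active = inhibition over 29.93%, a cutoff 3 SD above the screen mean, later confirmed by dose response; inconclusive = inhibition over 29.93% but no dose response follow-up; inactive = inhibition at most 29.93% or unconfirmed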;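 note: 0% = low Mg2+ inducing control and 100% = high Mg2+ repressing control; strong numbers were not always called active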
TNAP activators = stimulation of alkaline phosphatase TNAP activity – biochemical, luminescent, no phosphate acceptor, uHTS, primary screen (AID 1001); purified TNAP, luminescent activation assay, no phosphate acceptor; higher activation fold means a stronger effect; activation fold at 20 µM; hits with a dose series show EC50 in µM; 200,000 tested, 0.03% active; in the data active = activation fold from about 3, or a potency from the dose series; inactive = the rest, 99 in 100 with activation fold below about 1.6; note: many of its hits are not listed in these tables
K1F lysis inhibition = protection from phage-mediated lysis, alamar blue read-out – E. coli UTI89, K1F phage, bacterial capsule biogenesis inhibitors (AID 488966); E. coli UTI89 K1F phage lysis, alamar blue, 2 h; higher % means a stronger effect; inhibition, % at 100 µM; hits with a dose series show IC50 in µM; 340,000 tested, 0.02% active;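 active = phage lysis inhibition, versus mean bacterial control, above a set limit; inconclusive = no clear call, values can overlap the other calls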;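 note: capsule biogenesis inhibitors block K1F phage lysis so surviving cells raise fluorescence; higher fluorescence means more inhibition of phage lysis; actives were called in the ten point dose series up to 300 µM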
T cell HTS vesicle-bound % = further read-out of T cell HTS, marked with its call; double positive events, %; measured here: CD8+ vesicle-bound cell fraction;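 binding gate set so that unloaded-vesicle control wells show 10% double positive cells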
NTR1 agonist cell count 20 µM = recorded beside NTR1 agonist, whose call it bears; cell count; measured here: cell count, cytotoxicity flag
Myeloid diff 2 GFP+ MAC1+ % = second read-out of Myeloid diff 2, no call of its own (marks repeat the call); GFP+ MAC1+ double positive, %; measured here: differentiation confirmed by MAC1 staining
The depositor's hits bear a star; [ ] = another dose, or the depositor's remark.

For CC(=O)Nc1cccc(S(C)(=O)=O)c1 the results were NTR1 agonist -0.9, T cell HTS inactive, Myeloid diff 2 inactive, Large T inhibition 1%, MgcRacGAP inhibition -7%, RSV CPE inhibition 0.0%, PhoP inhibition 0%, TNAP activators 1.1, K1F lysis inhibition 0.9%[50 µM], T cell HTS vesicle-bound % 4, NTR1 agonist cell count 20 µM 64 and Myeloid diff 2 GFP+ MAC1+ % 1.9.
`COC(=O)CC1=C(C(=O)OC)[C@@H](c2ccccc2[N+](=O)[O-])C(C#N)=C(N)O1` gave NTR1 agonist 0.7, T cell HTS inactive, Myeloid diff 2 inactive, Large T inhibition 7%, MgcRacGAP inhibition 13%, RSV CPE inhibition 3.9%, PhoP inhibition -7%, K1F lysis inhibition 0.1%, T cell HTS vesicle-bound % 54, NTR1 agonist cell count 20 µM 44 and Myeloid diff 2 GFP+ MAC1+ % 0.2.
CC(C)CSc1nc2c(c(=O)[nH]c(=O)n2C)n1CC(O)COc1cccc2ccccc12 (centres undefined) was read as Myeloid diff 2 inactive, Large T inhibition 6%, MgcRacGAP inhibition 2%, PhoP inhibition -3%, TNAP activators 1.2, K1F lysis inhibition -0.3% and Myeloid diff 2 GFP+ MAC1+ % 2.3.
CC(C)(C)c1ccccc1OCCN1CCCC1 was read as NTR1 agonist 0.3, T cell HTS inactive, Myeloid diff 2 inactive, Large T inhibition 1%, MgcRacGAP inhibition 13%, RSV CPE inhibition -0.7%, PhoP inhibition -4%, TNAP activators 1.1, K1F lysis inhibition -0.1%, T cell HTS vesicle-bound % 17, NTR1 agonist cell count 20 µM 48 and Myeloid diff 2 GFP+ MAC1+ % 0.7.
`CC(C)CN(C(=O)CCC(=O)OCC(=O)NCCc1ccccc1)c1c(N)n(CC(C)C)c(=O)[nH]c1=O` gave NTR1 agonist 0.3, T cell HTS inactive, Myeloid diff 2 inactive, Large T inhibition 38%, MgcRacGAP inhibition 3%, RSV CPE inhibition 2.1%, PhoP inhibition 0%, K1F lysis inhibition 0.1%, T cell HTS vesicle-bound % 32, NTR1 agonist cell count 20 µM 76 and Myeloid diff 2 GFP+ MAC1+ % 0.4.
For C[C@H](CO)N1C[C@H](C)[C@@H](CN(C)C(=O)Nc2ccccc2)Oc2c(NC(=O)Nc3ccc4c(c3)OCO4)cccc2C1=O the results were NTR1 agonist 6.8, T cell HTS inactive, Myeloid diff 2 inactive, MgcRacGAP inhibition 8%, K1F lysis inhibition -0.1%, T cell HTS vesicle-bound % 6, NTR1 agonist cell count 20 µM 44 and Myeloid diff 2 GFP+ MAC1+ % 1.3.
Screening Cc1cccc(NC(=O)Cn2c(=O)n(CCC(=O)NC3CCCC3)c(=O)c3ccccc32)c1 returned NTR1 agonist -0.8, T cell HTS inactive, Myeloid diff 2 inactive, Large T inhibition 13%, MgcRacGAP inhibition 8%, RSV CPE inhibition 2.5%, PhoP inhibition -10%, TNAP activators 1, K1F lysis inhibition 0.3%, T cell HTS vesicle-bound % 26, NTR1 agonist cell count 20 µM 103 and Myeloid diff 2 GFP+ MAC1+ % 0.8.
NC(=O)c1cc(Br)cc(C2CCCCC2)c1O was read as NTR1 agonist 38, T cell HTS inactive, Myeloid diff 2 inactive, Large T inhibition 4%, MgcRacGAP inhibition 6%, RSV CPE inhibition inconclusive, PhoP inhibition -3%, K1F lysis inhibition 0.1%, T cell HTS vesicle-bound % 34, NTR1 agonist cell count 20 µM 84 and Myeloid diff 2 GFP+ MAC1+ % 1.4.
CCOc1ccc(CNC(=O)CCCc2cn(C)c3ccccc23)cc1 was read as NTR1 agonist -0.5, T cell HTS inactive, Myeloid diff 2 inactive, Large T inhibition 0%, MgcRacGAP inhibition -5%, RSV CPE inhibition 6.6%, PhoP inhibition 2%, K1F lysis inhibition 2.5%[50 µM], T cell HTS vesicle-bound % 30, NTR1 agonist cell count 20 µM 95 and Myeloid diff 2 GFP+ MAC1+ % 1.4.
For CCOC(=O)N1CCN(C(=O)c2cc(COc3ccc(Cl)cc3OC)on2)CC1 the results were NTR1 agonist 0.9, T cell HTS inactive, Myeloid diff 2 inactive, Large T inhibition -18%, MgcRacGAP inhibition 5%, RSV CPE inhibition 4.4%, PhoP inhibition -10%, K1F lysis inhibition 1.4%, T cell HTS vesicle-bound % 53, NTR1 agonist cell count 20 µM 65 and Myeloid diff 2 GFP+ MAC1+ % 2.8.
`CC(=O)NS(=O)(=O)c1ccc(NC(=O)c2cc(-c3cccs3)nc3ccccc23)cc1` gave NTR1 agonist 1.2, T cell HTS inactive, Myeloid diff 2 inactive, Large T inhibition 10%, MgcRacGAP inhibition -10%, RSV CPE inhibition 1.4%, PhoP inhibition 9%, TNAP activators 1.2, K1F lysis inhibition 1.1%, T cell HTS vesicle-bound % 16, NTR1 agonist cell count 20 µM 52 and Myeloid diff 2 GFP+ MAC1+ % 0.5.
For COc1ccc(/C(O)=C2/C(=O)C(=O)N(CCN(C)C)C2c2ccccn2)cc1OC (centres undefined) the results were NTR1 agonist 0.7, T cell HTS inactive, Myeloid diff 2 inactive, Large T inhibition 4%, MgcRacGAP inhibition 1%, RSV CPE inhibition 0.9%, PhoP inhibition -2%, TNAP activators 1.1, K1F lysis inhibition 2.4%, T cell HTS vesicle-bound % 42, NTR1 agonist cell count 20 µM 70 and Myeloid diff 2 GFP+ MAC1+ % 0.8.
`O=C(/C=C/c1ccccc1)NC(N1CCOCC1)C(Cl)(Cl)Cl` (centres undefined) gave NTR1 agonist 1.4, T cell HTS inactive, Myeloid diff 2 inactive, Large T inhibition -1%, MgcRacGAP inhibition -19%, RSV CPE inhibition 2.1%, PhoP inhibition 1%, TNAP activators 1, K1F lysis inhibition -0.1%, T cell HTS vesicle-bound % 52, NTR1 agonist cell count 20 µM 87 and Myeloid diff 2 GFP+ MAC1+ % 0.0.
C(=N\Nc1nn2cnnc2c2ccccc12)/c1ccco1 was read as NTR1 agonist -0.9, T cell HTS inactive, Myeloid diff 2 inactive, Large T inhibition 7%, MgcRacGAP inhibition 5%, RSV CPE inhibition 1.4%, PhoP inhibition -2%, TNAP activators 1.1, K1F lysis inhibition -0.9%, T cell HTS vesicle-bound % 38, NTR1 agonist cell count 20 µM 36 and Myeloid diff 2 GFP+ MAC1+ % 0.4.
For Nc1nc(NCCOCCO)nc(NC2CCCCC2)c1[N+](=O)[O-] the results were NTR1 agonist -1.2, T cell HTS inactive, Myeloid diff 2 inactive, Large T inhibition 1%, MgcRacGAP inhibition 13%, RSV CPE inhibition -0.2%, PhoP inhibition 8%, K1F lysis inhibition 0.0%, T cell HTS vesicle-bound % 53, NTR1 agonist cell count 20 µM 46 and Myeloid diff 2 GFP+ MAC1+ % 0.6.
O=C(CSc1nnc2n(C3CCCC3)c(=O)c3ccccc3n12)N1CCCCCC1 was read as NTR1 agonist 1.7, T cell HTS inactive, Myeloid diff 2 inactive, Large T inhibition 6%, MgcRacGAP inhibition 11%, RSV CPE inhibition -2.0%, PhoP inhibition -2%, TNAP activators 1, K1F lysis inhibition 2.3%, T cell HTS vesicle-bound % 15, NTR1 agonist cell count 20 µM 91 and Myeloid diff 2 GFP+ MAC1+ % 11.
`Cc1ccc(C(=O)COC(=O)CCNS(=O)(=O)c2ccccc2F)cc1` gave NTR1 agonist -1.2, T cell HTS inactive, Myeloid diff 2 inactive, MgcRacGAP inhibition 4%, K1F lysis inhibition 1.9%[50 µM], T cell HTS vesicle-bound % 43, NTR1 agonist cell count 20 µM 69 and Myeloid diff 2 GFP+ MAC1+ % 1.2.
For Cc1nc(C/C(=N\Nc2ccccc2)c2ccc(O)cc2O)cs1 the results were NTR1 agonist 2.8, T cell HTS inactive, Myeloid diff 2 inactive, Large T inhibition 8%, MgcRacGAP inhibition 11%, RSV CPE inhibition inconclusive, PhoP inhibition 2%, TNAP activators 1, K1F lysis inhibition -0.1%, T cell HTS vesicle-bound % 12, NTR1 agonist cell count 20 µM 40 and Myeloid diff 2 GFP+ MAC1+ % 0.4.
`COc1ccc(S(=O)(=O)N(C)C[C@H]2Oc3ccc(NC(=O)Nc4ccc(C(F)(F)F)cc4)cc3C(=O)N([C@H](C)CO)C[C@@H]2C)cc1` gave NTR1 agonist 2.8, T cell HTS inactive, Myeloid diff 2 inactive, MgcRacGAP inhibition 10%, K1F lysis inhibition 2.1%, T cell HTS vesicle-bound % 24, NTR1 agonist cell count 20 µM 39 and Myeloid diff 2 GFP+ MAC1+ % 0.7.
For CC12CS(=O)(=O)CC1SC(=S)N2Cc1ccccc1 (centres undefined) the results were NTR1 agonist 0.0, T cell HTS inactive, Myeloid diff 2 inactive, Large T inhibition 10%, MgcRacGAP inhibition -1%, RSV CPE inhibition 1.9%, PhoP inhibition -2%, TNAP activators 1, K1F lysis inhibition -2.7%, T cell HTS vesicle-bound % 43, NTR1 agonist cell count 20 µM 43 and Myeloid diff 2 GFP+ MAC1+ % 0.3.
For C/C(=N\NC(=O)c1ccc(NS(=O)(=O)c2cccs2)cc1)c1cccs1 the results were NTR1 agonist 1.0, T cell HTS inactive, Myeloid diff 2 inactive, Large T inhibition 11%, MgcRacGAP inhibition 5%, RSV CPE inhibition 2.6%, PhoP inhibition -9%, TNAP activators 1.1, K1F lysis inhibition -1.2%, T cell HTS vesicle-bound % 37, NTR1 agonist cell count 20 µM 61 and Myeloid diff 2 GFP+ MAC1+ % 0.4.
O=C1CC(N2CCSCC2)C(=O)N1c1cccc(Cl)c1 (centres undefined) was read as NTR1 agonist -0.4, T cell HTS inactive, Myeloid diff 2 inactive, Large T inhibition 3%, MgcRacGAP inhibition 3%, RSV CPE inhibition 0.4%, PhoP inhibition -7%, TNAP activators 1.1, K1F lysis inhibition 0.1%, T cell HTS vesicle-bound % 16, NTR1 agonist cell count 20 µM 25 and Myeloid diff 2 GFP+ MAC1+ % 0.5.
